H1N1 NS1A inhibition: H1N1 influenza NS1A inhibitors, functional cell based assay (AID 504329); NS1A functional cell-based assay, percent inhibition; higher % means a stronger effect; inhibition, % at 12.5 µM; hits with a dose series show IC50 in µM; actives 0.3% (n = 340,000); in the data active = a potency from the dose series; inconclusive = inhibition above about 27% without an active follow-up result; also: strong numbers were not always called active
VEEV TC-83 Vero: inhibitors of VEEV TC-83 cytopathic effect, confirmation, Vero cells (AID 588727). Vero cells, VEEV TC-83 cytopathic effect inhibition; higher % means a stronger effect. inhibition, % at 20 µM; hits with a dose series show IC50 in µM. actives 0.13% (n = 350,000); in the data active = a potency from the dose series; inconclusive = inhibition mostly from about 14% at the one dose, without a potency; inactive = the rest, 99 in 100 with inhibition below about 12%; also: strong numbers were not always called active
PhoP GFP inhibition: Inhibition of PhoP regulon, Salmonella typhi GFP reporter cells, confirmation, 4 h (AID 1850); Salmonella Typhi PhoP-promoter GFP reporter, fluorescence, 4 h; higher % means a stronger effect; inhibition, % at 50 µM; hits with a dose series show IC50 in µM; actives 0.33% (n = 310,000); in the data active = a potency from the dose series; inconclusive = inhibition mostly from about 25% at the one dose, without a potency; inactive = the rest, 99 in 100 with inhibition below about 19%;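 also: 0% = induced wells with vehicle and 100% = uninduced wells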
tuberculosis growth: growth inhibition of non-replicating M. tuberculosis (AID 488890); Mycobacterium tuberculosis non-replicating, growth inhibition; higher % means a stronger effect; one-dose inhibition, % at 25 µM; IC50 in µM for titrated hits; actives 0.39% (n = 320,000); in the data active = a potency from the dose series; inconclusive = inhibition mostly from about 82% at the one dose, without a potency; inactive = the rest, 99 in 100 with inhibition below about 76%;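 also: plate controls were DMSO cells for no effect and high antibiotic wells for full effect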
H37Rv inhibition: M. tuberculosis growth inhibition, HTS (AID 449762); M. tuberculosis H37Rv growth inhibition, 7H9 media; higher % means a stronger effect; inhibition, % at 25 µM, or IC50 in µM where a hit was titrated; actives 0.59% (n = 330,000); in the data active = a potency from the dose series; inconclusive = inhibition above about 70% without an active follow-up result;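 also: bacterial growth assessed after seven days of incubation; strong numbers were not always called active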
An asterisk follows results filed as active; i = inactive; ? = inconclusive; · = no result given.

SMILES | H1N1 NS1A inhibition | VEEV TC-83 Vero | PhoP GFP inhibition | tuberculosis growth | H37Rv inhibition
Nc1cc2c(cc1Br)-c1c(C(=O)O)cccc1C2O (centres undefined) | -10% | 0.8% | · | · | ·
Cc1nonc1-c1nc(-c2nonc2N)n[nH]1 | 0% | 1.5% | -10% | 8% | 1%
O=C(c1cc(-c2ccc(F)cc2)no1)N1CCN(Cc2ccc3c(c2)OCO3)CC1 | -7% | 1.2% | -6% | 20% | -6%
COc1cc(C(=O)c2ccccc2)c(OC)cc1C(=O)Nc1ccc(O)cc1 | -2% | 5.9% | 2% | 80% | 24%
Cc1cccc(N2CCN(CC(=O)N(C)Cc3ccccc3)CC2C)c1 (centres undefined) | 2% | i | 1% | 16% | 14%
CCCCNC1c2ccccc2C(=O)N1Cc1ccccc1 (centres undefined) | -6% | i | 3% | 13% | 2%
S=c1[nH]c2cc(Br)cnc2[nH]1 | -9% | 0.3% | 4% | 2% | -10%
Cc1ccc2nc(CSc3nnc(-c4ccncc4)n3C)cc(=O)n2c1 | 0% | 1.0% | -2% | -1% | -5%
Cc1ccc(/C=N/Nc2ncnc3nc[nH]c23)cc1 | -3% | 2.5% | -2% | 13% | 2%
CC(c1ccccc1)n1cc(C(=O)NCc2ccncc2)nn1 (centres undefined) | 6% | i | -11% | -25% | -8%

Looked up above.
PhoP GFP inhibition, `Cc1cccc(N2CCN(CC(=O)N(C)Cc3ccccc3)CC2C)c1` (centres undefined) is entered as 1%
PhoP GFP inhibition, `O=C(c1cc(-c2ccc(F)cc2)no1)N1CCN(Cc2ccc3c(c2)OCO3)CC1` is entered as -6%

Profiles from above. Screens in order: H1N1 NS1A inhibition, VEEV TC-83 Vero, PhoP GFP inhibition, tuberculosis growth, H37Rv inhibition
`COc1cc(C(=O)c2ccccc2)c(OC)cc1C(=O)Nc1ccc(O)cc1` in the list: -2%, 5.9%, 2%, 80%, 24%
`Cc1ccc2nc(CSc3nnc(-c4ccncc4)n3C)cc(=O)n2c1` in the list: 0%, 1.0%, -2%, -1%, -5%
`Nc1cc2c(cc1Br)-c1c(C(=O)O)cccc1C2O` (centres undefined) in the list: -10%, 0.8%, ·, ·, ·
`O=C(c1cc(-c2ccc(F)cc2)no1)N1CCN(Cc2ccc3c(c2)OCO3)CC1` in the list: -7%, 1.2%, -6%, 20%, -6%
`Cc1cccc(N2CCN(CC(=O)N(C)Cc3ccccc3)CC2C)c1` (centres undefined) in the list: 2%, i, 1%, 16%, 14%

Following part:
SMILES | H1N1 NS1A inhibition | VEEV TC-83 Vero | PhoP GFP inhibition | tuberculosis growth | H37Rv inhibition
O=C(c1cccc(Br)c1)N1CCN(C(=O)c2cccc(Br)c2)CC1 | 4% | 0.2% | 5% | 2% | -2%
NC(=O)c1ccccc1NC(=O)c1ccc2c(c1)OCO2 | -27% | 1.3% | -7% | 19% | 2%
COc1ccc(S(=O)(=O)Cc2ccc(C(=O)NCCc3cc(OC)ccc3OC)o2)cc1 | -6% | 2.5% | -2% | 14% | -8%
CCOC(=O)c1c(-c2ccc(C)cc2)csc1NC(=S)NC(=O)c1ccccc1 | -1% | 13% | -6% | -5% | -2%
CN(C)c1nnnn1Cc1ccccc1 | 0% | 0.3% | -5% | 2% | -2%
COC(=O)c1ccccc1-n1c(CCC(=O)O)ccc1-c1ccccc1 | -7% | 0.8% | -7% | -10% | 9%
Cc1nc2sc(C(c3ccc(Cl)cc3)N3CCN(c4ccccc4F)CC3)c(O)n2n1 (centres undefined) | 7% | 1.9% | 17% | 20% | 9%
Cn1c(=O)cc(OCCCC(=O)NCc2ccccn2)c2ccccc21 | -1% | 5.4% | -1% | -9% | 8%
CCOC(=O)c1sc2ccc(S(=O)(=O)N3CC(C)CC(C)C3)cc2c1N (centres undefined) | -12% | 0.5% | -3% | -6% | 0%
CCOC(=O)N1CCN(C(=O)c2ccc(OC)cc2)CC1 | 9% | 1.6% | -1% | -11% | -6%

Exported as tab-separated lines: 2 of the compounds above
SMILES	H1N1 NS1A inhibition	VEEV TC-83 Vero	PhoP GFP inhibition	tuberculosis growth	H37Rv inhibition
O=C(c1cccc(Br)c1)N1CCN(C(=O)c2cccc(Br)c2)CC1	4%	0.2%	5%	2%	-2%
NC(=O)c1ccccc1NC(=O)c1ccc2c(c1)OCO2	-27%	1.3%	-7%	19%	2%

Carrying on.
SMILES | H1N1 NS1A inhibition | VEEV TC-83 Vero | PhoP GFP inhibition | tuberculosis growth | H37Rv inhibition
O=C(COC(=O)c1cccnc1)NC1CCCc2ccccc21 (centres undefined) | 11% | 3.4% | · | · | ·
CC[n+]1ccc2cc(OC)c(OC)cc2c1Cc1ccc(OC)c(OC)c1 | -11% | 1.5% | -7% | 14% | -4%
C=CCC1(C)C(=O)N(c2ccccc2)c2ccccc21 (centres undefined) | 10% | i | -6% | 30% | -4%
Cc1ccc(/C=N/NC(=O)c2ccc(Cn3cc([N+](=O)[O-])cn3)o2)cc1 | 19% | 0.1% | -23% | 69% | 7%
CCN1CCN(C(=O)C(=O)c2cn(CC(=O)N3CCCCCC3)c3ccccc23)CC1 | -1% | 1.9% | -5% | 32% | -1%
Cc1[nH]c2ccccc2c1/C=N/NC(=O)c1cc(C(C)C)[nH]n1 | 1% | 1.4% | 7% | 0% | -8%
Cc1cc(C)c(C)c(Oc2ncnc(N)c2[N+](=O)[O-])c1 | -3% | 2.4% | -7% | 13% | 1%
O=C(COc1ccc2ccccc2c1)N1CCN(c2ccccc2O)CC1 | 29% | 2.8% | 4% | 17% | 1%
COC(=O)C1=C(C(=O)OC)[C@@H]2N(Cc3ccccc3)c3ccccc3[C@@]23C[C@@H](C(=O)OC)N(C(=O)C2CCC2)C3=N1 | · | · | -7% | 4% | 0%
CCOc1ccccc1-c1nnc(SCC(=O)NC2CC2)n1CC | -1% | i | 3% | -13% | -22%
Cc1ccc(NCC(=O)N=Nc2c(O)[nH]c3ccc([N+](=O)[O-])cc23)cc1 | · | · | 3% | 6% | -2%
CCNC(=S)Nc1ccc(Cl)cc1Cl | -12% | 0.4% | 0% | 77% | 9%
COc1ccc(CCNCc2ccsc2)cc1OC | -7% | i | -2% | 15% | -9%
Cc1cc(-c2n[nH]c(=S)n2/N=C/c2ccc(C)o2)n[nH]1 | -1% | 0.6% | -2% | -6% | -10%
O=C(COc1ccccc1)NCc1nnc2c3ccccc3c(-c3ccccc3)nn12 | -15% | 1.4% | -19% | 28% | -2%
Oc1ccccc1C=NNC(=S)Nc1ccc(F)cc1 | 13µM* | 6.8% | · | · | ·
C1CCc2c(nc3nnnn3c2N2CCOCC2)C1 | 8% | i | 5% | -20% | -5%
Cc1ccc(C(=O)NC23CC4CC(CC(C4)C2)C3)c(Cl)c1 | -4% | i | -5% | 80% | ?
Cc1c(Cl)cccc1NC(=O)COC(=O)c1ccc(CN2CCCC2=O)cc1 | -5% | i | · | 12% | 0%
CC1N(C)c2cccc3cccc(c23)N1C | 8% | 2.1% | -9% | i | -3%
O=C(NCCN1CCCC1)c1ccc2c(c1)N(Cc1cccc(Cl)c1)C(=O)c1ccccc1S2(=O)=O | 1% | 2.1% | -9% | 40% | 1%
CC(=O)Oc1ccc([N+](=O)[O-])cc1N1C(=O)c2ccccc2C1=O | 8% | 0.0% | -17% | -1% | 0%
Cc1cc(=O)c(C(=O)O)nn1-c1ccccc1C(F)(F)F | 5% | 0.6% | 2% | -10% | -6%
COc1ccc2nc(N(CCN(C)C)C(=O)c3ccc(C(=O)c4ccccc4)cc3)sc2c1 | 15% | 0.8% | -16% | -13% | -9%
O=C(O)c1c2c(nc3ccccc13)CCCCC2 | 3% | i | -7% | 6% | 6%
COC(=O)c1cc(=O)nc2sc3ccccc3n12 | 0% | i | -10% | · | -1%
Cc1ccc(N2C(=O)CC(Cc3cc(C)cc(C)c3)C2=O)cc1 (centres undefined) | 4% | 1.3% | -10% | 8% | 27%
CC(C)C(=O)Nc1c2c(nn1-c1ccc([N+](=O)[O-])cc1)CS(=O)(=O)C2 | 0% | 0.6% | 5% | -9% | 3%
O=C(CN1C(=O)c2ccccc2S1(=O)=O)Nc1cccnc1 | 1% | 1.0% | -6% | 2% | 3%
O=C1CC(c2ccc3ccccc3c2)NN1 (centres undefined) | -20% | 1.0% | · | 21% | 3%

5 entries picked at random from the list so far, as already listed:
SMILES | H1N1 NS1A inhibition | VEEV TC-83 Vero | PhoP GFP inhibition | tuberculosis growth | H37Rv inhibition
Cc1nc2sc(C(c3ccc(Cl)cc3)N3CCN(c4ccccc4F)CC3)c(O)n2n1 (centres undefined) | 7% | 1.9% | 17% | 20% | 9%
CC(C)C(=O)Nc1c2c(nn1-c1ccc([N+](=O)[O-])cc1)CS(=O)(=O)C2 | 0% | 0.6% | 5% | -9% | 3%
Cc1ccc(C(=O)NC23CC4CC(CC(C4)C2)C3)c(Cl)c1 | -4% | i | -5% | 80% | ?
Cc1nonc1-c1nc(-c2nonc2N)n[nH]1 | 0% | 1.5% | -10% | 8% | 1%
COc1cc(C(=O)c2ccccc2)c(OC)cc1C(=O)Nc1ccc(O)cc1 | -2% | 5.9% | 2% | 80% | 24%

Continuation:
SMILES | H1N1 NS1A inhibition | VEEV TC-83 Vero | PhoP GFP inhibition | tuberculosis growth | H37Rv inhibition
COc1ccccc1NC(=O)c1ccc(NC(=O)CNC(=O)c2ccc(OC)c(OC)c2)cc1 | 3% | 2.5% | -7% | 12% | 6%
Cc1ccc(S(=O)(=O)Nc2c(Cl)c(Cl)c(O)c3ccccc23)cc1 | · | · | -1% | ? | 1%
Cc1onc(NC(=O)NC(=O)c2ccccc2F)c1Br | -8% | 1.6% | -8% | -2% | -4%
Cc1nn(Cc2ccccc2)c(Cl)c1/C=N/NC(=O)c1cccnc1 | -4% | 1.3% | -7% | 36% | 8%
O=S(=O)(c1cccc(F)c1)N1CCN(c2nc(-c3cccnc3)nc3ccccc23)CC1 | -4% | 11% | · | 17% | -4%
O=C(c1cnsn1)N1CCCC(Nc2ccc(F)c(F)c2)C1 (centres undefined) | -10% | i | -31% | 7% | 8%
CN(C)C(=O)Cn1c(=O)n(C)c2ccccc21 | -4% | i | -4% | -10% | -3%
CC1=CC=CC2=N/C(=N\S(=O)(=O)c3ccc(F)cc3F)c3ccccc3CN12 | 0% | 3.4% | 5% | 11% | 6%
C[C@]12CCC(=O)C=C1CC[C@@H]1[C@@H]2CC[C@]2(C)C(=O)CC[C@@H]12 | -1% | i | 2% | 20% | -6%
Cc1ccc(S(=O)(=O)NNC(=O)C2CCN(Cc3ccccc3)CC2)cc1 | -1% | 1.3% | 0% | -4% | 0%
COc1ccccc1CN1[C@@H](CC(C)=O)c2cc(C(F)(F)F)ccc2S1(=O)=O | -16% | 9.3% | 2% | 9% | -1%
COc1ccc(S(=O)(=O)NCCC(=O)NC2CCCCCCC2)cc1 | 0% | 1.8% | 2% | 20% | -4%
Cc1cc(OCC#N)nc(N)n1 | 3% | 0.8% | -5% | -18% | -6%
CC(=O)c1oc2ccccc2c1NC(=O)CN1CCCCC1 | -5% | i | -8% | -19% | -9%
O=C(Nc1nsc(-c2ccccc2)n1)c1ccncc1 | 2% | i | 9% | -23% | -4%
C/C(=N\Nc1ccc(Cl)c(C(=O)O)c1)c1ccc2c(c1)OCO2 | -1% | 2.2% | 21% | -2% | -10%
Cn1nc(OCC(N)=O)ccc1=O | 0% | 0.4% | -1% | -4% | 9%
COCCN(CCOC)S(=O)(=O)c1ccc(C(=O)Nc2nnc(COC)o2)cc1 | 7% | 0.9% | -9% | -15% | 5%
CC(=O)Nc1ccc(S(=O)(=O)NC(CC(=O)O)c2ccc(OC(C)C)cc2)cc1 (centres undefined) | 4% | 0.5% | 0% | -14% | -9%
N#CC1(c2ccc(NC(=O)c3ccccc3F)cc2)CCCC1 | 10% | i | 0% | 11% | 4%
CCOc1cccc2sc(N(CCCN(C)C)C(=O)c3ccc(S(=O)(=O)N4CCCCCC4)cc3)nc12 | -7% | 5.9% | -1% | 4% | 2%
CN(C(=O)CC1C(=O)NCCN1C/C=C/c1ccccc1)C1CCOCC1 (centres undefined) | 3% | 0.8% | 9% | 1% | -1%
CCc1nnc(NC(=O)/C=C/c2ccco2)s1 | 3% | 0.1% | -4% | 21% | -7%
Cc1c(C)n(CCC(=O)O)c2ccccc12 | -3% | 1.4% | -6% | -4% | 3%
O=C(CCc1nc2ccccc2[nH]1)NCc1ccc2c(c1)OCO2 | -1% | 1.9% | -1% | -6% | -8%
Cc1cc(C)nc(N2C(=O)CC(Cc3ccc(Cl)cc3)C2=O)n1 (centres undefined) | 9% | 0.4% | -1% | -4% | -1%
Cn1c(NC(=O)Cc2cccc3ccccc23)cc(=O)n(C)c1=O | 42% | 5.9% | -24% | 9% | -6%
COc1ccc([N+](=O)[O-])cc1NC(=O)C1(c2ccccc2)CCOCC1 | 6% | 1.9% | 6% | 3% | -1%
COc1ccc(-n2ncc3c(NCC(C)C)ncnc32)cc1 | 0% | 5.3% | -1% | 37% | 57%

Source: PubChem
